RGS12 GoLoco inh = blocks human Gai1 binding to RGS12 GoLoco peptide, red readout | P63096 | Gai1:RGS12 GoLoco peptide FP, rhodamine, 10 min | Potency, µM (top dose mostly 61.6 µM), inactives show at the top dose activity, negative = inhibition, actives largely listed as inhibitors | actives 0.44% (n = 230,000) | AID 880; active = well fitted inhibition curve with a large enough effect, not every such curve was filed as active; inactive = no such curve, though single readings can be large or run the other way; also: % is scaled to controls: 0 for no effect and ±100 for the full control effect; nearly all actives have a fitted effect of over 30% in size; many of its hits are not listed in these tables
RECQ1 helicase = blocks DNA unwinding by human RECQ1 | RECQ1 DNA unwinding, red fluorescence kinetic read | P46063 | actives 0.54% (n = 240,000) | Potency, µM (doses to about 57.3 µM), without a hit: at the top dose activity, negative = inhibition, actives largely listed as inhibitors | AID 2549;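 also: plate controls were vehicle for no effect and no enzyme for full effect; nearly all actives have a fitted effect of over 30% in size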
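50 nM RECQ1T1 preincubated 15 min with compound in Tris pH 8.0 buffer with MgCl2, DTT, Tween-20 and 2.5 ug/ml poly(dI-dC); started with 200 nM TAMRA/BHQ-2 forked duplex and 2 mM ATP. Unwinding read as fluorescence (525/598 nm), two reads 2 h apart.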
SMN2 splice enh = enhancers of SMN2 splice variant expression; HEK293 SMN2-luciferase splicing reporter, luminescence, 30-36 h; Potency, µM (series often up to 46.1 µM), without a hit: at the highest dose activity change, positive = activation, usual class: activators; actives 2.8% (n = 210,000); AID 1458; also: % of control where 0% means no effect; nearly all actives have a fitted effect of over 55% in size
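HEK293 cells carry an SMN2 […]–luciferase reporter in which exon 7 inclusion puts luciferase in frame. Cells were plated 10-12 h before compound addition, then incubated 30-36 h at 37C. ONE-Glo luminescence was read; sodium butyrate at 4.5 mM final served as control.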
JMJD2E inh = blocks human JMJD2E demethylase activity; JMJD2E catalytic domain, FDH-coupled NADH fluorescence (FDH is formaldehyde dehydrogenase); Potency, µM (top dose mostly 57.1 µM), for inactives: top-dose activity change, negative = inhibition, usual class: inhibitors; actives 1.6% (n = 230,000); AID 2147; active = well fitted inhibition curve with a large enough effect, not every such curve was filed as active; inconclusive = small, poorly fitted or top-dose-only effect, or another doubt; inactive = no such curve, though single readings can be large or run the other way;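 also: 0% = wells with enzyme and -100% = buffer wells without enzyme; nearly all actives have a fitted effect of over 50% in size; many of its hits are not listed in these tables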
Target sequence (B2RXH2 1-337 limits assumed): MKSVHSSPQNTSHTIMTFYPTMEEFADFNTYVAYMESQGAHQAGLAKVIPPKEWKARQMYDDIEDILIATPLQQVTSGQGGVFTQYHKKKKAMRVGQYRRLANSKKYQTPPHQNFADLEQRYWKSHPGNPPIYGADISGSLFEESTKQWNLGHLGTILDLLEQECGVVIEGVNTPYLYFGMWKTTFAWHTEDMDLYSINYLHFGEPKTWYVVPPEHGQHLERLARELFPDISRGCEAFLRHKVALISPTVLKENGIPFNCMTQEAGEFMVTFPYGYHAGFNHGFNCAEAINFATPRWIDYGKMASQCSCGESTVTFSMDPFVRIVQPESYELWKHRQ
Lamin A splicing = changes lamin A minigene splicing in HeLa cells; HeLa LMNA splicing GFP/RFP minigene ratio, 48 h; Potency, µM (highest dose often 46.1 µM), inactives show at the highest dose ratio change, negative = inhibition, actives largely listed as inhibitors; AID 1487; actives 0.01% (n = 200,000); active = well fitted inhibition curve with a large enough effect in the signal ratio, with a control signal flat, not every such curve was filed as active; inconclusive = small, poorly fitted or top-dose-only effect, or effect the other way, or a change in a side signal; the % refers to the signal ratio; also: % is scaled to controls: 0 for no effect and ±100 for the full control effect
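S3 HeLa stable clones carrying a lamin A-EGFP splicing minigene plus DsRed2 were seeded at 600 cells/well in Opti-MEM with 2% FBS, pin-dosed and incubated 48 h at 37°C. Acumen cytometry (488 nm) gave the GFP/RFP total-intensity ratio.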
TRb-SRC2 inh = TRbeta-SRC2 interaction inhibition; P10828; TRbeta-SRC2 peptide binding, fluorescence polarization; receptor liganded with 1 µM T3; Potency, µM (top dose mostly 106 µM), inactives show at the top dose activity change, negative = inhibition, hits mostly inhibitors; actives 0.065% (n = 280,000);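 also: plate controls were bound peptide for no effect and peptide without receptor for full effect; nearly all actives have a fitted effect of over 50% in size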
Target sequence (P10828 whole entry, looked up): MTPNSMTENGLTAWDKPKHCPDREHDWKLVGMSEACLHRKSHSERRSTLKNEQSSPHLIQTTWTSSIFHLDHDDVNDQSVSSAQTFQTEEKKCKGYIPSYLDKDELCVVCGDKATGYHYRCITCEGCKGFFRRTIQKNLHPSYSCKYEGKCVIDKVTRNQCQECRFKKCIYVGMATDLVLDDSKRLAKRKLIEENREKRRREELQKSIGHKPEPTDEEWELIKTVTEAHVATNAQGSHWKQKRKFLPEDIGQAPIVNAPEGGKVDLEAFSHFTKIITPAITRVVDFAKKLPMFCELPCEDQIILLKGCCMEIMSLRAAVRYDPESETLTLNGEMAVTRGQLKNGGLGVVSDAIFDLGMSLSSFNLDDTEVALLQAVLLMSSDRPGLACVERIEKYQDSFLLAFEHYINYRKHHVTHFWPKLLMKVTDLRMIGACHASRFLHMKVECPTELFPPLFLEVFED
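Polarization signal, normalized between peptide-alone and full complex controls, measured compound effects on T3-liganded human TRb LBD (0.6 uM) binding 20 nM Texas Red SRC2 peptide after 5 hr.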
TexasRed fluor = Texas Red fluorescence interference in TRb-SRC2 counter-screen; actives 0.29% (n = 280,000); AID 1479; Potency, µM (doses to about 106 µM), for inactives: at the highest dose fluorescence change, negative = quenching; TRb/SRC2 Texas Red total fluorescence interference; active = well fitted curve in either direction with a large enough effect; inconclusive = small, poorly fitted or top-dose-only effect; also: % is scaled to controls: 0 for no effect and ±100 for the full control effect
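Human TRβ ligand-binding domain (0.6 uM) and Texas Red SRC2 peptide (20 nM) in Tris buffer with 1 uM T3 and 5% DMSO were incubated with pinned compound for 5 hr at ambient temperature. Total fluorescence was computed as S + 2P (555/632 nm).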
ALDH1A1 inh = ALDH1A1 (human) enzyme inhibition; Purified ALDH1A1, NADH fluorescence, propionaldehyde substrate; Potency, µM (top dose mostly 75.3 µM), for inactives: at the top dose activity, negative = inhibition, hits mostly inhibitors; actives 7.3% (n = 220,000); AID 1030; active = well fitted inhibition curve with a large enough effect, not every such curve was filed as active; inconclusive = small, poorly fitted or top-dose-only effect, or another doubt; inactive = no such curve, though single readings can be large or run the other way;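 also: plate controls were no enzyme wells and a reference inhibitor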
Active calls of the source: *; i = inactive; ? = inconclusive; . = not tested or not shown; [ ] = remark or other dose. Unless noted, calls follow the shape of the dose curve; as a rule, active = well fitted curve in the direction sought with a large enough effect; inconclusive = small, poorly fitted or top-dose-only effect, or another doubt; inactive = no such curve, though single readings can be large; an effect the other way counts as inactive or inconclusive. Potency is read from the fitted curve at half-maximal effect.

SMILES	ALDH1A1 inh	RECQ1 helicase	Lamin A splicing	JMJD2E inh	TRb-SRC2 inh	TexasRed fluor	RGS12 GoLoco inh	SMN2 splice enh
COc1ccc(C(=O)Nc2cc3c(cc2OC)CCCC3)cc1Br	-11.2%	-11.3%	4.6%	32.1%[activator]	3.5%	-0.8%	-6.0%	-21.2%
CN1C(=O)C(O)(CC(=O)c2cccnc2)c2ccccc21 (configuration not stated)	-3.0%	5.3%	-5.3%	-7.4%	-8.8%	-2.4%	3.7%	-0.7%
COc1cc2[nH]c(=O)n(CCCC(=O)NCCc3ccccc3)c(=O)c2cc1OC	?	-7.7%	1.4%	?	-9.0%	-1.1%	10.2%	-3.0%
BrC(=C\c1ccccc1)/C=N/N1CCN(Cc2ccccc2)CC1	4.7%	-5.6%	-28.3%	-2.9%	3.5%	3.0%	6.6%	-37.1%[inhibitor]
Cc1cc(/C=C(\C#N)C(=O)NCCc2c[nH]c3ccccc23)c(C)n1C	-3.6%	i	?	?	-3.4%	-3.0%	-31.9%	-17.3%
COc1cc(S(=O)(=O)Nc2cc(C)cc(C)c2)ccc1F	-2.0%	i	?	2.3%	-1.3%	-2.5%	-0.7%	1.1%
CC(CCc1ccccc1)NC(=O)CNC(=O)COc1ccccc1 (configuration not stated)	4.1%	-11.7%	-1.8%[46 µM]	4.1%	0.6%	-2.8%	-0.5%	-2.7%
N#CCSc1nnc(Cc2cccs2)n1C1CCCCC1	-1.6%	i	-3.9%	-0.2%	-4.5%	-1.6%	11.9%	-12.0%
C(=N\Nc1nc2ccccc2s1)/c1cccs1	1.3%	-11.8%	?	-7.2%	2.0%	-4.0%	0.1%	7.08µM*
Cc1cc(C(=O)COC(=O)CNC(=O)c2ccc(Cl)c(Cl)c2)c(C)n1Cc1ccco1	3.7%	-1.3%	-16.3%	?	0.4%	2.8%	8.7%	4.3%
NS(=O)(=O)c1ccc(CNC(=S)Nc2ccc(F)c(Cl)c2)cc1	-20.7%	4.9%	.	5.2%	-10.7%	-1.9%	1.9%	.
O=c1c(Cc2ccc(F)cc2)c(O)ccn1CC1CCCO1 (configuration not stated)	9.1%	-3.8%	.	-4.6%	-0.4%	-1.7%	1.3%	12.1%
OC[C@H]1NC[C@@H](O)[C@@H](O)[C@H]1O	?	1.8%	.	2.5%	-5.7%	-1.5%	-2.6%	.
COc1cccc(/C=C/C(=O)OCC(=O)NCCC2=CCCCC2)c1	?	i	.	-2.5%	-3.2%	-1.7%	60.7%[activator]	3.7%
C#CCOCCOCCOCCNc1nc(N2CCN(C(=O)C([C@@H](C)CC)n3cc(C(N)CO)nn3)CC2)nc(N2CCN(C(=O)[C@H](CCC(=O)O)n3cc(C(N)[C@H](C)CC)nn3)CC2)n1 (some centres not stated)	.	i	.	3.9%	8.3%	-1.5%	0.3%	.
Cc1ccccc1/C=C\c1nc2ccccc2c(=O)n1Cc1ccccc1	?	4.0%	-14.8%	4.6%	-11.7%	1.2%	1.1%	-31.4%[inhibitor][1.84 µM]
O=C(O)CCN1C(=O)C2C3C=CC(C3)C2C1=O (configuration not stated)	-14.8%	-12.2%	-2.4%	3.8%	12.2%	-6.1%	-9.2%	4.6%
CC(C)Cn1c2c(c(O)c(C(=O)Nc3nccs3)c1=O)CCCC2	14.1µM*	-10.2%	?	?	4.5%	1.1%	12.8%	-21.2%
O=C(Cc1ccccc1)Nc1c(C(=O)N2CCCCCC2)cnn1-c1ccccc1	2.0%	-3.7%	-10.2%	5.1%	-3.3%	-0.7%	1.2%	-15.2%
C/C(CCN1CCCCc2nc(C)c(C)cc21)=N\O[C@@H](C)c1cn([C@H](CO)Cc2ccccc2)nn1	-14.9%[13.5 µM]	-5.4%[11.5 µM]	?	-0.1%	-2.9%[11.2 µM]	-1.3%[11.2 µM]	10.6%	-6.5%
O=[N+]([O-])c1ccc(S(=O)(=O)N2CCN=C2SCc2cccnc2)cc1	8.5%	6.7%	.	-0.7%	0.7%	-1.5%	3.5%	-28.4%
CCCC(=O)NC(=S)Nc1ccc(NC(=O)C(C)C)c(OC)c1	16.1%	-3.3%	-8.1%	6.2%	4.2%	1.9%	.	.
CCOC(=O)N1CCC(NC(=O)Cn2cccc2C(=O)c2ccccc2)CC1	-24.9%	i	-2.9%	-0.9%	-4.8%	-2.3%	-3.3%	-20.5%
COc1c(C)cc(Br)cc1C(=O)Nc1ccc(Cc2ccncc2)cc1	17.6%	-0.1%	.	-9.7%	0.6%	-3.0%	-8.1%	-42.2%[inhibitor]
CC1(C)Cc2ccccc2-c2nnc(SCC(=O)N3CCc4ccccc43)n21	3.3%	8.5%	17.7%	0.3%	-6.4%	0.1%	-43.6%	28.9%
O=C(c1cc2nc(C3CC3)cc(C(F)(F)F)n2n1)N1CCCC1	0.3%	-0.8%	1.4%	-1.3%	7.0%	0.1%	6.5%	6.1%
O=C(c1ccccc1)c1ccc(OCC(O)CNC2CCCc3ccccc32)cc1 (configuration not stated)	?	-22.0%	-19.1%	-25.9%	-6.7%	-1.7%	-12.5%	-7.8%
COc1ccc(C2C(C#N)=C(N)Oc3c2c(C)nn3-c2ccccc2)cc1Cn1nc(C)c([N+](=O)[O-])c1C (configuration not stated)	5.01µM*	i	?	-18.3%	-19.1%	-13.4%	26.0%	-14.5%
COc1ccc(-n2c(N3CCN(C)CC3)nc3sc4c(c3c2=O)CCCCC4)cc1	2.82µM*	-9.5%	-4.6%	7.7%	8.6%	-4.3%	1.0%	-34.4%[inhibitor]
O=c1[nH]c2cc3c(cc2cc1CN(CCN1CCOCC1)C(=S)NCC1CCCO1)OCO3 (configuration not stated)	?	-4.3%	0.3%[46 µM]	?	-7.5%	0.9%	8.7%	.
O=C(COc1ccccc1)Nc1ccccc1C(=O)NCc1ccco1	-2.9%	-11.7%	12.2%	-10.3%	-13.3%	-1.3%	7.1%	0.7%
CCC(=O)NC(NC(=O)CC)C(Cl)Cl	7.7%	-10.7%	5.7%	-2.6%	3.9%	-2.4%	6.2%	1.0%
CCCCN1CN=C(Nc2nc3ccccc3o2)NC1	-7.0%	-2.8%	10.2%	-4.3%	-8.9%	-0.6%	0.9%	29.0%
COc1ccccc1N1CCN(C(=O)c2ccc(NC(C)=O)cc2)CC1	5.7%	i	-1.4%	-2.9%	-5.0%	-3.0%	2.7%	-23.9%
N#CCCn1c(=O)c(-c2ccc(F)cc2)nc2cnc(N3CCNCC3)nc21	?	i	1.9%	.	.	.	4.6%	.
Cc1ccc(-c2nnn(CC(=O)N(Cc3ccco3)C(C(=O)NC(C)(C)C)c3ccncc3)n2)o1 (configuration not stated)	-10.0%	20.1%	.	-0.2%	0.0%	-3.2%	17.3%	-0.7%
Cc1ccccc1NC(=O)CSc1nnc(-c2ccco2)c(-c2ccco2)n1	1.26µM*	i	12.4%	?	-27.2%	-3.3%	13.8%	-10.7%
N#C/C(=C\Nc1ccc(Cl)cc1)S(=O)(=O)c1ccccn1	.	-2.5%	.	7.7%	6.0%	-2.3%	1.7%	.
COc1ccc(-n2c(N)c(C(=O)NCc3cccnc3)sc2=S)cc1	1.5%	-2.3%	7.5%	6.1%	3.1%	0.9%	11.8%	-13.2%
CCCN1CCN(C(=O)Nc2cccc(C(F)(F)F)c2)CC1	1.3%	8.3%	.	3.2%	4.6%	-0.7%	4.3%	-5.4%
O=C(CCC(=O)OCC(=O)c1ccc(Cl)cc1Cl)Nc1cccc2cccnc12	28.2µM*	3.1%	2.9%	7.9%	-6.2%	-1.5%	1.6%	-5.2%
COc1cccc(CNc2ccc(F)c(Cl)c2)c1O	4.8%	-13.6%	-13.6%	?	3.7%	-3.6%	-1.4%	-29.2%
CCOC(=O)Cn1cc(/C=C/[N+](=O)[O-])c2ccccc21	?	i	?	-4.6%	2.0%	0.5%	20.3%	-8.7%
CCOC(=O)N[C@H](Cc1c[nH]c2ccccc12)C(=O)NC1CC1	.	-12.4%	.	?	-3.1%	-3.1%	-4.2%	.
CC(=O)c1ccccc1NC(=O)CC1(CC(=O)O)CCCCC1	-9.9%	-2.6%	.	-15.3%	-2.3%	-3.3%	-6.9%	5.3%
Cc1ccc2nc(C)cc(C(=O)N3CCCC(CO)(Cc4ccccc4C)C3)c2c1 (configuration not stated)	-4.2%	-8.1%	11.3%[46 µM]	-14.8%	-1.6%	-3.2%	7.9%	.
COc1ccc(-c2nc(NC(=O)c3nc4nccc(C)n4n3)sc2C)cc1	1.5%	-6.7%	-3.7%[9.22 µM]	0.9%	-2.2%	-4.1%	17.2%	-7.0%
Cc1ccc(NC(=S)N/N=C2/CCCc3c(C)cc(C)cc32)cc1	2.1%	i	2.4%	-4.0%	-6.8%	0.1%	2.6%	-4.4%
O=C(O)c1ccc(Oc2c(C(F)(F)F)oc3cc(O)ccc3c2=O)cc1	-2.2%	i	?	-1.4%	-2.1%	-0.5%	0.0%	-10.0%
O=C(NC1CCCCCCC1)c1ccc2c(c1)N(Cc1ccc(F)cc1)C(=O)CS2=O (configuration not stated)	-11.9%	-5.7%	?	0.9%	-8.6%	-0.7%	-3.2%	16.1%
Cc1ccc(S(=O)(=O)CCc2nnc(NC(=O)c3ccco3)s2)cc1	2.7%	-2.5%	-12.0%[9.22 µM]	-1.5%	3.0%	-1.0%	3.4%	-6.0%

A portion of the library. The share of hits here may be higher or lower than overall.
